# GPR151 ag – human GPR151 activation; PathHunter beta-arrestin GPR151 cells, luminescence; activation, % at 11.2 µM; 1% of 650,000 active; Q8TDV0; in the data active = activation above about 4.9%;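 note: 0% = median of compound wells and 100% = cells with positive control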
# Target sequence (Q8TDV0 whole entry, looked up): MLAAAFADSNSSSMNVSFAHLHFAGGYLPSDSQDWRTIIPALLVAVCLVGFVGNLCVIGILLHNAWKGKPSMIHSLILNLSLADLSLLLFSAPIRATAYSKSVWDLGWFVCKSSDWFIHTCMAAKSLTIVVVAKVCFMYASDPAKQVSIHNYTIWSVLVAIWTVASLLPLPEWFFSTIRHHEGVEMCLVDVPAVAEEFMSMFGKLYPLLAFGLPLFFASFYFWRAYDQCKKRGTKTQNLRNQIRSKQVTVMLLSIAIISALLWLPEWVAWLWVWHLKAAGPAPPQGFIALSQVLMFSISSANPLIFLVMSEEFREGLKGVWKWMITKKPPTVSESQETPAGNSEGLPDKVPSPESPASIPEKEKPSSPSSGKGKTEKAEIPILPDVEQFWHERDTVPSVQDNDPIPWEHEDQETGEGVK
# MITF primary – blocks human microphthalmia-associated transcription factor; AlphaScreen MITF homodimerization, bead proximity signal; 0.91% of 650,000 active; inhibition, % at 2.6 µM; in the data active = inhibition above about 50%;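 note: 0% = vehicle wells with protein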
# Target sequence (O75030 whole entry, looked up): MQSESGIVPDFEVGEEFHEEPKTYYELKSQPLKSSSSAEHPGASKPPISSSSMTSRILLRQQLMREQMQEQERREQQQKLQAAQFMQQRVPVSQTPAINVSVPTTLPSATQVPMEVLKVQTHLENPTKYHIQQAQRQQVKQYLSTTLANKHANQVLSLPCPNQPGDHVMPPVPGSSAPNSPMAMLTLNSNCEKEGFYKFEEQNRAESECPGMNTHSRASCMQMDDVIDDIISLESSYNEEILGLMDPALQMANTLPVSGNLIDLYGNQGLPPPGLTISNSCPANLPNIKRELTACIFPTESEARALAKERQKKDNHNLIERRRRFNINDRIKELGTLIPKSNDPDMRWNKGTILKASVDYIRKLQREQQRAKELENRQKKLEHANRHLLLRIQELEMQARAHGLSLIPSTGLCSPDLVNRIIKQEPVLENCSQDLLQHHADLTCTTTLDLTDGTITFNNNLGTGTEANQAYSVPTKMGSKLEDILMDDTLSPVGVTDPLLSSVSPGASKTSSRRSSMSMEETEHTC
# FBW7 activator – activators of human E3 ligase FBW7 | AID 1259310 | AlphaScreen FBW7–phospho-cyclin E peptide binding, activator screen | 0.13% of 650,000 active | normalized activity (activation), % at 26.1 µM | Q969H0; in the data active = normalized activity above about 1.9%;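 note: purified mutant Fbw7 with reduced substrate affinity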
# TEAD-YAP inh – TEAD-YAP interaction inhibition; 1.4% of 640,000 active; HEK-TIYL cells, TEAD-Gal4/YAP UAS-luciferase luminescence; inhibition, % at 9.12 µM; in the data active = inhibition above about 32%;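 note: 0% = median of test compound wells and 100% = reference inhibitor wells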
# * marks the source's active call; other numbers are inactive results.
SMILES,GPR151 ag,MITF primary,FBW7 activator,TEAD-YAP inh
O=C(c1cccc(F)c1)N1CCN(c2ccc(N3CCOCC3)nn2)CC1,1.1,9,-0.1,0
C/C(Cn1nnc2ccccc21)=N/OC(=O)c1c(F)cccc1F,-0.6,-4,-0.1,-12
CC[C@H](Cn1nc(-c2ccc(F)c(F)c2)ccc1=O)NC(=O)Cc1nonc1C,-0.6,17,0.1,-3
C/C(CC1CC(COCCC(C)C)OC1=O)=N\NC(N)=S (stereo not drawn),-0.4,8,1.2,13
Cc1cccc(CC2CC(=O)N(C3CCCCC3)C2=O)c1 (stereo not drawn),1.6,-6,0.0,10
COc1ccc2c(c1)-c1ccccc1S(=O)(=O)N2S(=O)(=O)c1ccc([N+](=O)[O-])cc1,0.1,-4,0.0,9
O=C(Nc1cccc(-c2nc3ccccc3o2)c1)c1cc(=O)c2ccccc2o1,-0.1,-2,0.0,-1
COc1ccc(-c2cnnc(NCCc3ccc(F)cc3)n2)cc1,0.0,15,0.2,-28
O=C(CSc1ncnc2c1sc1ccccc12)NC1CCCC1,0.3,-4,-0.1,-6
Cc1cc([N+](=O)[O-])ccc1N=Cc1ccccc1O,0.2,22,0.7,2
O=C(COC(=O)/C=C/c1ccccc1[N+](=O)[O-])NC(=O)Cc1ccccc1,2.6,-4,0.0,2
CC(=O)c1ccc(NC(=O)c2cc3nc(-c4ccc(Br)cc4)cc(C(F)(F)F)n3n2)cc1,0.7,8,0.0,-1
CCN(CC)C(=O)Oc1ccc(OC(=O)N(CC)CC)cc1,3.0,-1,0.2,-15
CCN(CC)CCSc1nc(-c2cccc(OC)c2)nc2c1c(=O)n(C)c(=O)n2C,1.1,10,0.0,-6
COc1ccc(C(=O)OCC(=O)c2ccc([N+](=O)[O-])cc2)cc1Br,0.1,14,-0.1,3
Cc1ccc2nc(-c3ccc(NC(=O)/C=C/c4ccc(F)cc4)cc3)sc2c1,-0.1,-12,0.3,-13
CCOc1ccc2c(=O)c(N3C(=O)c4ccccc4C3=O)c(C)oc2c1,0.9,6,0.2,4
COC(=O)c1c(OCCc2cccs2)cc(=O)n2c1CCN(CC=C(C)C)CC2,-1.0,1,-0.1,-17
OCCNCCCCCOc1ccc(Cl)cc1Cl,1.0,17,0.2,-5
CC(=O)N/N=C/c1ccc(-c2ccc(F)c(Cl)c2)o1,1.5,-9,-0.2,-6
Ic1ccc2c(c1)N1CCN2CC1,1.4,0,0.1,-5
COCCn1c(SCC(=O)Nc2c(C)cc(C)cc2C)nc2c(c1=O)SCC2,-0.3,2,0.1,-4
CCc1ccc(NC(=O)CCS(=O)(=O)c2ccc(C)cc2)cc1,1.5,13,0.1,-1
COc1ccc(OC)c(NC(=O)c2cccs2)c1,0.7,12,0.0,3
CCSCCOC(=O)C1=C(C)NC2=C(C(=O)CCC2)C1c1ccc(OC)cc1OC (stereo not drawn),-0.7,8,0.5,4
c1cc(N2CCOCC2)ccc1Nc1nc(Nc2ccc(N3CCOCC3)cc2)c2ncn(C3CCCCC3)c2n1,-1.2,52*,-0.2,7
CN(Cc1nc(-c2ccncc2)no1)S(=O)(=O)c1ccc(Br)cc1,0.9,17,0.1,0
CCc1cc(CNC(=O)c2cc(COc3cccc(C(F)(F)F)c3)on2)on1,0.1,14,0.8,-27
CCCCCNC(=O)c1c[nH]c2ccc(S(=O)(=O)N(C)c3ccc(CC)cc3)cc2c1=O,-0.9,8,0.7,-4
CNCc1ccccc1OCc1ccccc1F,-1.0,0,0.0,-6
CCOc1ccc(CC(=O)N2CCN(S(=O)(=O)c3cc4c5c(c3)CCN5C(=O)CC4)CC2)cc1,1.2,-2,-0.2,10
CCOC(=O)N1CCC(N2C(=O)c3cc(C(=O)NC4CCCCC4)ccc3C2O)CC1 (stereo not drawn),0.2,-15,-0.1,-6
CCN(CC)C(=O)C1CCCN(Cc2ccc(OC)c(C)c2C)C1 (stereo not drawn),0.2,33,-0.3,16
CCc1ccc(NC(=O)CSc2nc3ccccc3c3nc(-c4ccc([N+](=O)[O-])cc4)nn23)cc1,1.1,12,0.1,16
Cc1noc(C)c1NC(=O)N1CCC2(CC1)NCCc1c2[nH]c2ccc(Cl)cc12,-0.8,14,0.2,-5
COC(=O)N(c1ccccc1)c1nc(C)cc(C)n1,0.7,-4,-0.1,7
C=CCn1c(SCC(=O)NC2CCCCC2)nc2sc3c(c2c1=O)CCCC3,1.3,2,0.0,-3
O=C(NCCc1ccccc1)c1ccc(N2CCC(Cc3ccccc3)CC2)c([N+](=O)[O-])c1,2.1,5,-0.3,-22
Cc1cc(C)c2oc(-c3ccc(C)c(NC(=O)c4ccc(Cl)c([N+](=O)[O-])c4)c3)nc2c1,-1.1,2,0.1,-5
Cn1nnnc1SCC(=O)Nc1nn(-c2ccccc2)nc1C(N)=O,3.9,3,-0.2,15
OC(CNC1CCCCC1)CSCC(O)CNC1CCCCC1 (stereo not drawn),-0.9,7,0.1,4
CCn1c(CSc2nc3ccccc3s2)nnc1SCC(=O)NCC(=O)OC,1.4,-1,-0.3,-1
CCOC(=O)CNC(=O)CSc1nnc(COc2cccc(C)c2)n1C,1.0,0,-0.1,-5
COc1ccccc1CNCc1ccccc1C,-2.0,48,0.2,9
CN[C@@H]1[C@@H](O)[C@@H](O[C@@H]2[C@@H](O)[C@H](O[C@H]3O[C@H](CN)[C@@H](O)[C@H](O)[C@H]3O)[C@@H](N)C[C@H]2NC(=O)C(O)CN)OC[C@]1(C)O (stereo partly drawn),-2.0,18,0.0,-9
Cc1ccc(-c2cnc(SCC(N)=O)n2Cc2ccccc2)cc1,-0.2,-6,-0.2,1
CCOC(=O)c1ccc(NC(=O)CSc2nc3c(sc(=S)n3-c3ccc(CC)cc3)c(=O)n2-c2ccc(F)cc2)cc1,-0.6,-7,0.1,18
Cc1nc2sccn2c1CN1CCC(CO)(CCOc2ccccc2)CC1,-1.3,5,0.0,27
COc1ccc(C2NCCc3c2[nH]c2ccccc32)cc1 (stereo not drawn),-0.1,-2,0.1,3
CCc1ccc(-c2ccc(C(=O)Oc3ccc(F)cc3)cc2)nc1,0.1,6,-0.1,-2
O=C(CCC(=O)Nc1nc(-c2cc3ccccc3oc2=O)cs1)NCc1ccccc1Cl,-1.3,4,0.0,2
CC1(C)OC2OC(C(=O)NNC(=O)CCCCCNC(=O)c3ccccc3)C3OC(C)(C)OC3C2O1 (stereo not drawn),1.0,-2,-0.1,15
Cc1cc(N2CCN(c3ncccn3)CC2)nc2ccc(NC(=O)CC3CCCCC3)cc12,0.0,3,0.0,7
O=C(CNCc1ccccc1)c1ccc([N+](=O)[O-])cc1,-0.7,-1,0.8,-4
CCOC(=O)C1CCC(CN(Cc2ccc(OC)cc2)S(=O)(=O)c2cc(C(=O)Nc3ccc(OCC)cc3)ccc2F)CC1 (stereo not drawn),-1.4,12,0.5,2
CC(=O)Nc1ccc(N2C(=O)CC(NCc3ccc(F)cc3)C2=O)cc1 (stereo not drawn),0.4,8,0.1,4
COc1ccc(C2CC(c3c(F)cccc3Cl)n3nnnc3N2)cc1 (stereo not drawn),0.5,3,0.1,5
COC(=O)c1ccccc1S(=O)CC(=O)c1ccc(S(C)(=O)=O)cc1 (stereo not drawn),0.0,7,-0.1,-1
COCCNC(=O)c1ccc(C(=O)NCCOC)cc1,1.0,-3,0.0,9
CS(=O)(=O)c1ccc(Cn2cc(-c3ccc4ccccc4n3)cn2)cc1,-1.2,1,0.0,-23

# Continuation:
SMILES,GPR151 ag,MITF primary,FBW7 activator,TEAD-YAP inh
COC(=O)c1ccc(Nc2c(-c3ccc4c(c3)OCC(=O)N4)c(=O)c2=O)cc1,-0.6,-3,-0.1,14
COc1cc(/C=C\C(=O)NCc2ccc3[nH]c4c(c3c2)CCCC4)cc(OC)c1OC,0.9,-8,-0.2,12
O=C(Cn1cnnn1)N1C2CCC1CC(c1ccc(F)cc1)C2 (stereo not drawn),-0.5,9,-0.1,7
CCn1c(SCC(=O)Nc2ccccc2F)nnc1-c1ccc(N)cc1,-0.7,-6,0.1,-17
COc1ccc(NS(=O)(=O)c2c[nH]c(=O)[nH]c2=O)cc1,-2.2,12,0.5,10
C=CCNC(=O)c1ccc(-c2cccc(Cl)c2)o1,-1.8,19,0.3,-51
O=C(COc1ccccc1)OC1OCCOC1OC(=O)COc1ccccc1 (stereo not drawn),1.4,12,0.0,1
CNc1nc(OCC(F)(F)F)nc(N2CCCCC2)n1,-0.2,-7,-0.1,-3
O=C(O)CCNC(=O)/C(=C\c1ccc([N+](=O)[O-])cc1)NC(=O)c1ccco1,2.8,4,0.4,5
CC(OC(=O)[C@@H](NC(=O)c1ccc(F)cc1)C(C)C)C(=O)Nc1cccc([N+](=O)[O-])c1 (stereo partly drawn),0.3,1,-0.1,3
CSc1nnc(C)c(=O)n1COC(=O)c1cc(C)cc(C)c1,-1.7,-4,-0.1,-8
Cc1cc(C)n(CCNC(=O)Cn2cc(NC(=O)CCOc3ccccc3)cn2)n1,1.3,0,-0.1,4
COc1cc(CN2CCNC(=O)C2CC(=O)N(C)Cc2ccncc2C)cc(OC)c1 (stereo not drawn),0.6,5,0.0,-1
CN1CCN(c2ncnc3c(-c4ccc(Cl)cc4)nsc23)CC1,0.2,12,0.2,6
Nc1ccccc1S(=O)(=O)NCc1ccc(Cl)cc1,-0.3,4,0.7,-4
COC(=O)C1=C(C(=O)OC)SC2(S1)C(C(=O)OC)=C(C(=O)OC)SC1=C2c2cc(OC)ccc2N(C(C)=O)C1(C)C,-0.2,9,0.0,5
Cc1ccc(C)c(NC(=O)CSC2=C(C#N)C(c3ccccc3C(F)(F)F)C3=C(CCCC3=O)N2)c1 (stereo not drawn),1.2,-2,0.1,3
COc1ccccc1N1CCN(C(=O)c2cnn3c(C)c(Cc4ccccc4Br)c(C)nc23)CC1,-0.1,9,0.0,4
Nc1ncc(Cc2ccc(Br)cc2)s1,0.5,22,0.6,13
COc1ccc(CC(=O)Nc2cc(Nc3ccccc3-c3ncccn3)c(C(F)(F)F)cn2)cc1,0.5,-3,-0.2,-4

# Shown tab-delimited: part of the list above.
SMILES	GPR151 ag	MITF primary	FBW7 activator	TEAD-YAP inh
O=C(COc1ccccc1)OC1OCCOC1OC(=O)COc1ccccc1 (stereo not drawn)	1.4	12	0.0	1
CNc1nc(OCC(F)(F)F)nc(N2CCCCC2)n1	-0.2	-7	-0.1	-3
O=C(O)CCNC(=O)/C(=C\c1ccc([N+](=O)[O-])cc1)NC(=O)c1ccco1	2.8	4	0.4	5
CC(OC(=O)[C@@H](NC(=O)c1ccc(F)cc1)C(C)C)C(=O)Nc1cccc([N+](=O)[O-])c1 (stereo partly drawn)	0.3	1	-0.1	3
CSc1nnc(C)c(=O)n1COC(=O)c1cc(C)cc(C)c1	-1.7	-4	-0.1	-8
Cc1cc(C)n(CCNC(=O)Cn2cc(NC(=O)CCOc3ccccc3)cn2)n1	1.3	0	-0.1	4
COc1cc(CN2CCNC(=O)C2CC(=O)N(C)Cc2ccncc2C)cc(OC)c1 (stereo not drawn)	0.6	5	0.0	-1
CN1CCN(c2ncnc3c(-c4ccc(Cl)cc4)nsc23)CC1	0.2	12	0.2	6
Nc1ccccc1S(=O)(=O)NCc1ccc(Cl)cc1	-0.3	4	0.7	-4
COC(=O)C1=C(C(=O)OC)SC2(S1)C(C(=O)OC)=C(C(=O)OC)SC1=C2c2cc(OC)ccc2N(C(C)=O)C1(C)C	-0.2	9	0.0	5
Cc1ccc(C)c(NC(=O)CSC2=C(C#N)C(c3ccccc3C(F)(F)F)C3=C(CCCC3=O)N2)c1 (stereo not drawn)	1.2	-2	0.1	3
COc1ccccc1N1CCN(C(=O)c2cnn3c(C)c(Cc4ccccc4Br)c(C)nc23)CC1	-0.1	9	0.0	4
Nc1ncc(Cc2ccc(Br)cc2)s1	0.5	22	0.6	13
COc1ccc(CC(=O)Nc2cc(Nc3ccccc3-c3ncccn3)c(C(F)(F)F)cn2)cc1	0.5	-3	-0.2	-4

# (continued)
SMILES,GPR151 ag,MITF primary,FBW7 activator,TEAD-YAP inh
O=C(CSc1nnc(-c2cccc(Br)c2)o1)Nc1cccc([N+](=O)[O-])c1,1.2,2,-0.1,10
O=C1CCC(=O)N1CCCCCc1nc(-c2ccccc2)no1,1.4,-6,0.1,-40
O=c1c2cccnc2n(Cc2ccc(Cl)cc2)c(=O)n1Cc1cccs1,-1.9,1,0.0,-12
Cc1ccc(Cn2c(N3CCOCC3)nc3c2c(=O)n(C)c(=O)n3C)cc1,0.1,-2,-0.1,-1
O=S(=O)(c1ccc2c(c1)Cc1cc(S(=O)(=O)N3CCCCC3)ccc1-2)N1CCCCC1,0.5,1,0.1,-1
COCCn1c(N)c(N(Cc2ccccc2)C(=O)C2CCCCC2)c(=O)[nH]c1=O,0.3,-2,-0.2,0
CCOC(=O)c1ccccc1NC(=O)c1sc2ncnc(N3CCN(c4ccccc4OC)CC3)c2c1C,-0.7,8,0.2,2
O=C(/C=C/c1ccco1)N(Cc1cccs1)C1CCS(=O)(=O)C1 (stereo not drawn),0.9,16,-0.1,1
CCOc1ccccc1C1C(C(=O)OCCOc2ccccc2)=C(C)NC2=C1C(=O)CC(C)(C)C2 (stereo not drawn),-0.5,13,-0.1,3
CCCC(=O)Nc1ccc2nn(-c3ccc(OCC)cc3)nc2c1,0.0,-5,0.1,-2
CC1=C(C(=O)Nc2ccccc2Cl)C(c2ccc(O)cc2)NC(=O)N1 (stereo not drawn),-1.5,3,0.1,0
CCSc1nnc(NC(=O)c2cc(C)nc3ccccc23)s1,-0.1,-15,0.0,7
COC(=O)CN(c1ccccc1F)S(=O)(=O)c1ccccc1,-0.9,13,0.7,4
CCN(CC1COc2ccccc2O1)C(=S)NCCCN(C)C (stereo not drawn),1.5,4,0.1,-4
COC(=O)c1ccc(N/C(=N/S(=O)(=O)c2ccccc2)C(F)(F)F)cc1,1.6,-6,0.0,-44
Cc1ccc(NC(=O)CCc2nc(-c3ccccc3F)no2)nc1,1.1,10,0.2,31

# Source: PubChem BioAssay
